Screens as filed in PubChem BioAssay.
S1P3 antagonist: S1P3 receptor antagonists, primary screen, cell-based; inhibition, % at 4.98 µM; Sphingosine 1-phosphate receptor 3 (Homo sapiens), Q99500; 0.27% of 170,000 active; CHO S1P3 NFAT-BLA reporter, FRET fluorescence, antagonist mode;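 active = inhibition above the plate cutoff, the mean inhibition of test wells on that plate plus 3 SD, cut at about 28% in these data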;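 also: cells challenged with S1P at its EC80 of 0.8 µM; blue over green emission ratio from cleaved BLA substrate after 4 h stimulation; 0% = S1P-stimulated wells and 100% = unstimulated DMSO-only wells; some compounds past the cut are filed as inactive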
Target sequence (Q99500 whole entry, looked up): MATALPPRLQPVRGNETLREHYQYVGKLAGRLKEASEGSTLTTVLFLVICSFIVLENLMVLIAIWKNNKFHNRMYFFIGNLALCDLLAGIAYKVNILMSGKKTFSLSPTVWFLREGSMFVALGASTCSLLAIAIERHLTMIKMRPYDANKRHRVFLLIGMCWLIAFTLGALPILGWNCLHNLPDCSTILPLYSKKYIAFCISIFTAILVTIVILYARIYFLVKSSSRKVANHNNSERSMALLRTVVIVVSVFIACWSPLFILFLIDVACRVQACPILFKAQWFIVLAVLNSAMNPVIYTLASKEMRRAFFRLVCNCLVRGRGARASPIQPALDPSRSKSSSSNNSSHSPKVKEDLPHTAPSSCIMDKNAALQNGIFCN
PPARg SRC-1 ag: PPARgamma agonists recruiting SRC-1 coactivator, primary screen, biochemical | PPARgamma-SRC-1 coactivator recruitment biochemical assay | activation, % at 8 µM | 0.41% of 200,000 active | AID 631, 2007; in the data active = activation above about 19%;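 also: 0% = DMSO and 100% = reference agonist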
Diaph inh CS: diaphorase inhibitors and chemical oxidizers, primary screen, counter-screen for diaphorase-coupled primary assays, biochemical, uHTS, resorufin fluorescence; diaphorase resazurin-to-resorufin fluorescence, NADH, 16 min; bacterial (C. kluyveri) enzyme, not human; inhibition, % at 20 µM; 0.69% of 190,000 active; AID 1217, 2008;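 active = primary screen inhibition at 20 µM above a set limit, cut at about 50% in these data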;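 also: plate controls were DMSO with full reaction for no effect and wells lacking NADH for full effect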
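Assay system – diaphorase enzyme from Clostridium kluyveri · Amount – diaphorase 0.14 U/mL (working solution) · Times – reaction incubation of 16 min at room temperature · Controls – No-NADH positive control and DMSO neutral control · Signal – resorufin fluorescence 544/590 nm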
PMI act satM6P: human PMI activators, high substrate, primary screen, biochemical, fluorescence intensity, near-saturating mannose 6-phosphate | coupled PMI enzyme assay, resazurin fluorescence, 20 min; stronger effect = higher value; 1 = untreated enzyme, 0 = substrate-free blank | AID 1216, 2008 | 0.34% of 190,000 active | activation factor at 20 µM;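 active = activation factor of 2 or more at 20 µM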
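Material: human phosphomannose isomerase with PGI, G6PDH, diaphorase coupling enzymes / Reagent: Man-6-P substrate 1.0 mM / Dosing: single compound dose of 20 µM, 1% DMSO final / Incubation: enzyme reaction with compound 20 min at room temperature / Signal: resorufin fluorescence (Ex 544/Em 590 nm) from resazurin via diaphorase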
Diaph act CS: compounds boosting diaphorase resazurin reduction – biochemical, uHTS, resorufin fluorescence, counter-screen for diaphorase-coupled primary assays, primary screen; AID 1229, 2008; Diaphorase/resazurin coupled assay, 16 min; stronger effect = higher value; 1 = vehicle wells, 0 = NADH-free wells; activation factor at 20 µM; 0.005% of 190,000 active;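 active = diaphorase activity raised at least twofold by the compound at 20 µM; inactive = activation factor below 2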
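Measured by – red resorufin fluorescence at 544/590 nm excitation/emission · Test system – Clostridium kluyveri diaphorase, purified enzyme · Incubation – reaction time 16 min, room temperature · Buffer or medium – 50 mM HEPES pH 7.4 with 4.542 mM MgCl2, 0.005% Tween 20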
SRC2 TRFRET art: TR-FRET signal artefacts, primary screen, artefact control for PPARgamma SRC-2 agonist project, biochemical; TR-FRET artefact counter-screen; stronger effect = higher value; TR-FRET ratio at 8 µM; 0.4% of 200,000 active; in the data active = TR-FRET ratio above about 2000; also: inactives centre near 1500
G6PDH CS: L. mesenteroides G6PDH inhibitors, counter-screen for G6PDH-coupled screening assays, biochemical, Leuconostoc mesenteroides enzyme | inhibition, % at 5 µM | AID 1020, 2008 | 0.12% of 200,000 active | Purified L. mesenteroides G6PDH, diaphorase/resazurin coupled fluorescence, 45 min; in the data active = inhibition above about 50%
PMI act: activators of human PMI, primary screen, biochemical, fluorescence intensity, near-Km mannose 6-phosphate | purified human PMI, coupled resazurin fluorescence, 20 min; stronger effect = higher value; 1 = vehicle control, 0 substrate-free wells | activation factor at 20 µM | 0.005% of 190,000 active;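 active = activation factor of 2 or more at 20 µM, relative to plate controls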
PPARg SRC3 recr: PPARgamma agonists recruiting SRC-3 coactivator, primary screen, biochemical; 0.26% of 200,000 active; activation, % at 8 µM; Peroxisome proliferator-activated receptor gamma (Homo sapiens), P37231; biochemical PPARgamma/SRC-3 coactivator recruitment assay; in the data active = activation above about 23%;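 also: 0% = DMSO and 100% = reference agonist; some compounds past the cut are filed as inactive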
PPARg SRC-2 ag: agonists of PPARg-SRC-2 recruitment, primary screen, biochemical, HTS; activation, % at 8 µM; Peroxisome proliferator-activated receptor gamma (Homo sapiens), P37231; 0.34% of 200,000 active; PPARgamma LBD-SRC-2 recruitment; in the data active = activation above about 22%;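 also: 0% = vehicle and 100% = reference agonist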
ROMK mod: ROMK potassium channel modulators, primary screen, cell-based, thallium flux, MLSMR library. ATP-sensitive inward rectifier potassium channel 1 (Homo sapiens), P48048. Tet-inducible ROMK, thallium flux fluorescence; actives lie on both sides. B-score at 10 µM. 2% of 130,000 active;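 active = signal ratio slope over the read window, or its plate-corrected B-score, at least 3 SD from the plate mean, either direction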;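 also: B-score of the F/F0 ratio slope over 7 to 12 s after thallium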
Target sequence (P48048 whole entry, looked up): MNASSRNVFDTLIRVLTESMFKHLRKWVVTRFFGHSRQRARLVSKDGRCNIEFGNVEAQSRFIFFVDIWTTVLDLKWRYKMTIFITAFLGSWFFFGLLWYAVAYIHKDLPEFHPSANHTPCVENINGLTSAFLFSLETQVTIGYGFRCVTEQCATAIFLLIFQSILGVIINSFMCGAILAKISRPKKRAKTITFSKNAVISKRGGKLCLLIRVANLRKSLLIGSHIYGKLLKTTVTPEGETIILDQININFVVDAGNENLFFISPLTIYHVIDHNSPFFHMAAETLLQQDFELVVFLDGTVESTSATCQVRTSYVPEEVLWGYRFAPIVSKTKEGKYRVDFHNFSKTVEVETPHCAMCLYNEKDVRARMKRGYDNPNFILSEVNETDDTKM
The depositor's hits bear a star; . = not tested or not shown.

SMILES	S1P3 antagonist	PPARg SRC-1 ag	Diaph inh CS	PMI act satM6P	Diaph act CS	SRC2 TRFRET art	G6PDH CS	PMI act	PPARg SRC3 recr	PPARg SRC-2 ag	ROMK mod
CC(Sc1cnc2ccccc2n1)C(=O)O (stereo not given)	.	12	8	0.9	0.9	1899	3	0.9	21	26*	-0.13
O=C(COc1c(F)c(F)cc(F)c1F)NC(=O)NC1CCCC1	-4	0	12	1	0.9	1470	-1	1	0	6	.
CSc1nnc(-c2ccc([N+](=O)[O-])cc2)o1	3	4	10	1	0.9	1713	13	1	5	9	0.055
COc1ccccc1N=c1scc(-c2ccc3c(c2)NC(=O)CO3)n1CC1CCCO1 (stereo not given)	8	0	20	1	0.8	1488	3	0.8	-1	0	-0.78
O=C(CCCCCn1c(=O)[nH]c2ccsc2c1=O)N1CCCCC1	.	8	7	1.1	0.9	1633	2	1	-1	8	.
CCN(c1ccccc1)S(=O)(=O)c1ccc(Cl)c(NC(=O)COC(=O)c2cccc(OC)c2O)c1	1	5	11	0.8	0.9	1644	6	0.8	0	9	-0.44
S=C(NCc1ccc2c(c1)OCO2)NCc1ccc2c(c1)OCO2	-17	-7	13	1	0.9	1528	8	1	0	-6	0.27
O=C1c2ccccc2C(=O)C1c1ccc2ccccc2n1	.	-10	10	1	0.9	1446	6	0.9	0	0	0.17
COc1ccc(N(C(C)C(=O)N/N=C/c2cc(Br)c(C)o2)S(C)(=O)=O)cc1 (stereo not given)	-7	-3	22	0.9	0.8	1582	12	1	-1	0	-0.01
CS(=O)(=O)N1CCC(Oc2ccccc2C(=O)NC(C2CC2)C2CC2)CC1	-1	-1	16	1	0.8	1677	15	1	-2	3	1.4
CCn1c(O)c(/C=C2\C=NN=C2c2ccc(C)cc2)sc1=S	-7	2	11	1	0.9	1427	-6	1	-2	1	0.17
CCn1ncc(NC(=O)Nc2cccc(C(F)(F)F)c2)c1C(N)=O	1	4	14	0.9	0.9	1640	-8	0.9	9	-1	-1.5
O=C(CN1CCCCCC1)N/N=C/c1ccc(Cl)c(Cl)c1	7	1	10	0.9	0.9	1581	18	0.8	1	7	-0.42
COc1cc(S(=O)(=O)Nc2cccc(C)c2)ccc1NC(=O)c1ccncc1	-12	-1	1	1	1	1608	-5	0.9	0	5	1
CCCCN=C1NN=C(c2cc3ccccc3o2)CS1	-6	-4	10	1.2	0.9	1635	-1	1.1	5	-2	.
COc1ccc(-c2nc(Cn3c(SCc4cccc(F)c4)nc4ccncc43)c(C)o2)cc1OC	-22	4	6	1	0.9	1587	-53	0.9	6	1	.
Cc1ccc(-c2nc(C#N)c(NCc3ccco3)o2)cc1	6	7	11	0.9	0.9	1529	4	0.8	1	4	.
O=C(NCCN1CCOCC1)/C(=C\c1ccc(Br)cc1)NC(=O)c1cccs1	8	4	8	1	0.9	1552	3	1	-1	-7	-0.54
S=C(NCCc1c[nH]c2ccccc12)NC1CCCC1	11	-6	6	0.9	0.9	1433	0	1	2	1	-0.89
CCC(c1nnnn1Cc1ccc(F)cc1)N1CCN(C2CCCCC2)CC1 (stereo not given)	18	-5	3	1.1	1	1391	9	1.1	-10	-5	-3*
CCN(CC)c1nc(C)c(C(=S)Nc2cc([N+](=O)[O-])ccc2Cl)s1	-14	5	1	1.1	1	1599	4	1	7	3	0.0084
O=C1c2cnc3nc(SCc4cccc(Cl)c4)nn3c2CC2c3ccccc3CCN12 (stereo not given)	.	5	10	1	0.9	1475	6	1.1	-5	-5	.
c1cn2cc(CSC3CCCCC3)nc2s1	26	3	-5	1.1	1	1628	2	1	5	4	.
CCn1c(-c2c[nH]c3ccccc23)n[nH]c1=S	4	6	14	1.1	0.9	1632	3	1	11	10	-0.0019
Cc1ccc(C)c(C2=NNC(=NCc3ccccc3)SC2)c1	-10	6	-6	1	1.1	1572	6	1.1	10	9	-0.54

Pulled one by one from above, five records:
SMILES	S1P3 antagonist	PPARg SRC-1 ag	Diaph inh CS	PMI act satM6P	Diaph act CS	SRC2 TRFRET art	G6PDH CS	PMI act	PPARg SRC3 recr	PPARg SRC-2 ag	ROMK mod
Cc1ccc(C)c(C2=NNC(=NCc3ccccc3)SC2)c1	-10	6	-6	1	1.1	1572	6	1.1	10	9	-0.54
CSc1nnc(-c2ccc([N+](=O)[O-])cc2)o1	3	4	10	1	0.9	1713	13	1	5	9	0.055
COc1ccc(N(C(C)C(=O)N/N=C/c2cc(Br)c(C)o2)S(C)(=O)=O)cc1 (stereo not given)	-7	-3	22	0.9	0.8	1582	12	1	-1	0	-0.01
CCN(c1ccccc1)S(=O)(=O)c1ccc(Cl)c(NC(=O)COC(=O)c2cccc(OC)c2O)c1	1	5	11	0.8	0.9	1644	6	0.8	0	9	-0.44
O=C(NCCN1CCOCC1)/C(=C\c1ccc(Br)cc1)NC(=O)c1cccs1	8	4	8	1	0.9	1552	3	1	-1	-7	-0.54

Records listed so far printed as active in ROMK mod.
Molecule | S1P3 antagonist | PPARg SRC-1 ag | PMI act satM6P | PMI act | ROMK mod
CCC(c1nnnn1Cc1ccc(F)cc1)N1CCN(C2CCCCC2)CC1 (stereo not given) | 18 | -5 | 1.1 | 1.1 | -3*

Back to the main list, starting two compounds before the break.
SMILES	S1P3 antagonist	PPARg SRC-1 ag	Diaph inh CS	PMI act satM6P	Diaph act CS	SRC2 TRFRET art	G6PDH CS	PMI act	PPARg SRC3 recr	PPARg SRC-2 ag	ROMK mod
CCn1c(-c2c[nH]c3ccccc23)n[nH]c1=S	4	6	14	1.1	0.9	1632	3	1	11	10	-0.0019
Cc1ccc(C)c(C2=NNC(=NCc3ccccc3)SC2)c1	-10	6	-6	1	1.1	1572	6	1.1	10	9	-0.54
COc1ccc2cc(C)c3nnc(SCC(=O)Nc4nc(-c5ccc(F)cc5)cs4)n3c2c1	-5	1	-4	1.1	1	1516	-6	1.1	-1	-1	-0.099
O=C(N/N=C/c1cccc(OC(=O)c2ccc3c(c2)OCO3)c1)c1cncc(Br)c1	1	0	9	0.9	0.9	1422	-12	0.9	-1	-7	.
CCCC(C)NC(=O)COC(=O)c1ccccc1SCC(=O)NC(C)CCC (stereo not given)	4	-2	-2	1.1	1	1541	1	1.1	-4	5	-0.84
CCn1c2ccccc2c2cc(/C=N/NC(=O)c3cccc(C)c3)ccc21	.	2	10	0.9	0.9	1622	-4	0.9	12	7	0.29
COc1ccccc1C1C(C(=O)NCc2ccccc2)=C(C)Nc2ncnn21 (stereo not given)	-17	-8	10	0.9	0.9	1537	2	0.9	1	0	-0.42
Cc1ccccc1N=C1NC(=O)/C(=C/c2cccn2-c2cccc(C(=O)O)c2)S1	-13	6	19	0.8	0.8	1771	5	1	-3	2	0.9
Cc1ccc(-c2cc(C(=O)N/N=C/c3cccnc3)n[nH]2)o1	11	3	3	1	1	1527	-5	1.1	0	2	0.48
CC1CCCCC1NC(=O)CSc1nnc(CNC(=O)c2ccccc2)n1C (stereo not given)	-28	5	16	0.9	0.8	1622	5	0.9	-2	-2	0.54
C=CCN(CC=C)CCOc1ccc(OC(C)C)cc1	-8	-2	18	0.9	0.8	1443	3	0.9	0	-4	0.38
Cc1ccc(N2CCN(S(=O)(=O)N(C)C)CC2)cc1Cl	-4	4	9	1	0.9	1626	12	0.9	11	6	-0.21
CNS(=O)(=O)c1ccc(C)c(S(=O)(=O)NC)c1	-15	0	3	1.1	1	1571	-2	1.1	2	8	-0.24
CCOC(=O)N1CCN(c2cc(=O)n(-c3ccc(OCC)cc3)c(=O)[nH]2)CC1	4	-4	16	0.9	0.8	1378	-1	0.8	-4	-2	.
Cc1c(C(=O)N2CCC(C)CC2)oc2ccc(S(=O)(=O)N3CCC4(CC3)OCCO4)cc12	.	-3	5	1	1	1596	12	1	2	1	-0.74
CCOc1cccc(SCc2noc(C(=O)NCC3CCCO3)c2C(=O)O)c1 (stereo not given)	.	2	-13	1.1	1.1	1359	3	1.1	-8	-10	.
Cc1c(C#N)c2ccccc2n1CCOc1ccccc1F	38	-3	23	0.9	0.8	1477	2	0.9	-8	0	-0.48
O=C(O)C1C2C=CC(O2)C1C(=O)NCc1ccc2c(c1)OCO2 (stereo not given)	-13	0	7	1.1	0.9	1416	5	1.1	5	4	.
COc1cc(S(=O)(=O)N2CCOCC2)cc(C(=O)c2nccn2C)c1OC	0	3	18	1	0.8	1686	5	0.9	9	0	.
CCCc1ccc(OCC(=O)NNC(=O)c2cccnc2)cc1	0	6	5	0.7	1	1683	1	1.1	5	2	0.0044
CC(C)C(CCN1C(=O)c2ccccc2C1=O)c1ccco1 (stereo not given)	.	0	12	1	0.9	1360	0	0.9	1	-3	-0.29
CNc1nc(CC(C)=O)ns1	-34	-1	1	1.1	1	1529	11	1	-2	-8	0.097
Cc1ccc(C)c(Cn2c(C)nc3c(sc(=S)n3-c3ccccc3)c2=O)c1	9	0	-2	0.9	1	1241	16	1	-2	-2	1.6
CS(=O)(=O)c1ccc2nc(NC(=O)CCN3C(=O)c4ccccc4C3=O)sc2c1	-27	3	2	1.6	1	1506	6	1.5	-1	2	-0.51
CCOC(=O)N1CCN(Cc2nc3c(c(=O)n(C)c(=O)n3C)n2Cc2ccccc2)CC1	7	-6	5	0.9	0.9	1358	12	0.9	3	5	.
COC(=O)c1cccc(NC(=O)Cc2coc3cc(OC)ccc23)c1	11	-6	22	0.9	0.8	1464	16	0.9	4	-4	.
COc1ccccc1NCC(O)Cn1c2ccccc2c2ccccc21 (stereo not given)	.	7	22	0.8	0.8	1419	-2	0.8	-1	2	0.097
O=[N+]([O-])c1ccccc1S(=O)(=O)N1CCN(CC2CC=CCC2)CC1 (stereo not given)	10	1	32	0.9	0.7	1672	-5	1	-1	5	0.65
